GALK inh – blocks human galactokinase activity; Purified GALK, Kinase-Glo residual ATP luminescence; Potency, µM (highest dose often 57.5 µM), without a hit: top-dose activity change, negative = inhibition, actives largely listed as inhibitors; P51570; AID 1868; 270,000 tested, 0.007% active; also: potency is read from the fitted curve at half-maximal effect; % is scaled to controls: 0 for no effect and ±100 for the full control effect
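Compounds were pin-transferred into ATP buffer (35 uM final), then GALK plus galactose (5 nM, 100 uM final) was added. After 1 h at room temperature, Kinase-Glo Plus was added and luminescence read after 10 min.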
B2AR arrestin – agonists driving beta-arrestin recruitment to human beta2-adrenergic receptor | P07550 | beta-arrestin recruitment to beta2AR, cell-based reporter | Potency, µM (top dose mostly 46.1 µM), without a hit: at the top dose activation, actives largely listed as activators | 330,000 tested, 0.02% active | AID 492947;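 also: potency is read from the fitted curve at half-maximal effect; 0% = DMSO controls and full agonism = EC100 isoproterenol or metaproterenol; nearly all actives have a fitted effect of over 65% in size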
Target sequence (P07550 whole entry, looked up): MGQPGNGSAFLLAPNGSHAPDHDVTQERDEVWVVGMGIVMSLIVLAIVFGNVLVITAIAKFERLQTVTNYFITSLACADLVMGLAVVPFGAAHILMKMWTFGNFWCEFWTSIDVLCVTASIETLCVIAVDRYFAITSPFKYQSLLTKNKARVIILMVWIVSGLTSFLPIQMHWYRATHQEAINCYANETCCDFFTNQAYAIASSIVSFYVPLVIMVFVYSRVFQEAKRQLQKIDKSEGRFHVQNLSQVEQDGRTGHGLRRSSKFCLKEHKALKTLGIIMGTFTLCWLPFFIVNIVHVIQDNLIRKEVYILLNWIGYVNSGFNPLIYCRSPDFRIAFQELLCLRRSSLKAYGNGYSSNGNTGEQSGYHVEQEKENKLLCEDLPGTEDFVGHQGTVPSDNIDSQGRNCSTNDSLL
FBPA coupling cs – counter-screen for Giardia aldolase inhibitors: coupling enzyme system; coupling enzyme system counterscreen, AmpLite Red fluorescence; activity change, negative = inhibition, % at 58.2 µM, hits read low; 290,000 tested, 0.67% active; in the data active = activity change below about -30%; also: % is scaled to controls: 0 for no effect and ±100 for the full control effect
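Coupling enzymes only (glyceraldehyde-3-phosphate) + compound, at 57.5 uM final, 10 min RT; add substrate/coupling/AmpLite Red mix, 20 min RT; fluorescence ex 525/em 598 nm. Actives flag coupling-system interference.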
TSG101-PTAP inh – blocks PTAP/TSG101 interaction to inhibit HIV-1 budding; Q99816; Fluorescence polarization, FITC-PTAP peptide / Tsg101 binding; Potency, µM (doses to about 115 µM), for inactives: at the highest dose activity change, negative = inhibition, most hits filed as inhibitors; 340,000 tested, under 10 active; AID 493005; active = well fitted inhibition curve with a large enough effect in the main read-out, with a control signal flat, not every such curve was filed as active; inconclusive = small, poorly fitted or top-dose-only effect, or effect the other way, or a change in a side signal; inactive = no such curve, though single readings can be large or run the other way; also: potency is read from the fitted curve at half-maximal effect; % of control where 0% means no effect
Target sequence (Q99816 whole entry, looked up): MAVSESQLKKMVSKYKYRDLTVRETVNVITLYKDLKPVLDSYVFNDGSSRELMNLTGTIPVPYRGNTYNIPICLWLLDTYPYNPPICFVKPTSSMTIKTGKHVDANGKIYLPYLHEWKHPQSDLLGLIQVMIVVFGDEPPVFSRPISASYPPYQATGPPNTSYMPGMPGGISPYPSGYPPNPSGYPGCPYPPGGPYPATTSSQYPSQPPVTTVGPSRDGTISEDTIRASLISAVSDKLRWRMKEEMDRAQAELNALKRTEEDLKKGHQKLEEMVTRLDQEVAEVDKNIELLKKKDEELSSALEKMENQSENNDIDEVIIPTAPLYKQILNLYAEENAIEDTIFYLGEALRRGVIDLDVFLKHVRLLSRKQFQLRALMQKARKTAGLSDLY
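Fluorescence polarization binding of Tsg101 binding domain (10 uM final) to FITC-labeled PTAP peptide (50 nM final) in HEPES pH 7.5 buffer with NaCl, Tween 20, EDTA, TCEP. Compounds added before peptide; binding 20 min at RT.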
Tb PFK inh – T. brucei PFK enzyme inhibition. O15648. T. brucei PFK, ADP-Glo luminescence. Potency, µM (top dose mostly 57.5 µM), for the others: at the highest dose activity, negative = inhibition, most hits filed as inhibitors. 330,000 tested, 0.17% active;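 also: potency is read from the fitted curve at half-maximal effect; 0% = uninhibited 1x PFK enzyme wells and -100% = no-enzyme wells; nearly all actives have a fitted effect of over 60% in size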
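ADP-Glo luminescence quantified ADP after 45 min at room temperature, with 1.25 nM T. brucei PFK, 0.1 mM ATP and 0.5 mM fructose-6-phosphate in pH 8.0 TEA buffer. qHTS titrations up to 57 µM; curves classified by quality.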
Integrin act MD – activates integrin-mediated alleviation for muscular dystrophy; alpha7betagal myoblasts, beta-gal FDG fluorescence, 48 h; Potency, µM (series often up to 38.3 µM), inactives show at the highest dose activation, usual class: activators; 350,000 tested, 0.064% active;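 also: potency is read from the fitted curve at half-maximal effect; 100% = response of the positive control SU9516; nearly all actives have a fitted effect of over 60% in size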
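alpha7betagal+/- myoblasts (passage 13, 250/well) treated 48 h at 37C with compounds at 1:260 dilution of DMSO stock. Lysed, then beta-galactosidase activity read as FDG fluorescence (ex 480/em 540) after 30 min, with pre-read for autofluorescence.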
S-ASM inh – inhibitors of human secretory acid sphingomyelinase. placental ASM, HMU-PC fluorogenic substrate, 60 min. 340,000 tested, 0.006% active. Potency, µM (doses to about 57.5 µM), inactives show at the highest dose activity change, negative = inhibition, most hits filed as inhibitors; also: potency is read from the fitted curve at half-maximal effect
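HMU-PC0 cleavage (9 uM final) by human placental ASM, 60 min at 37 °C following 10 min compound exposure at RT; stopped at pH 10, fluorescence Ex 386/Em 447 nm.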
PKM2 activator – activators of human pyruvate kinase M2; P14618; purified PKM2, Kinase-Glo ATP luminescence, activation; response scale: 0% is enzyme alone, no compound; AID 1631; 260,000 tested, 0.34% active; Potency, µM (doses to about 57.5 µM), for the others: top-dose activation, most hits filed as activators; also: potency is read from the fitted curve at half-maximal effect; % is scaled to controls: 0 for no effect and ±100 for the full control effect; nearly all actives have a fitted effect of over 55% in size
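hPK-M2, >95% pure; 0.1 mM ADP / 0.5 mM PEP final; imidazole pH7.2 buffer w/ 7 mM MgCl2, 50 mM KCl; 1 h RT; Kinase-Glo lum. Intermediate enzyme activity for dual inhibitor/activator qHTS.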
BCR signal inh – blocks chronic active B-cell receptor signaling; ABC-DLBCL IkBa-CBG/CBR reporter, luminescence ratio, 4 h; Potency, µM (doses to about 46.1 µM), for the others: at the top dose ratio change, negative = lower green/red ratio, actives largely listed as inhibitors; 340,000 tested, 0.05% active; active = well fitted inhibition curve with a large enough effect in the signal ratio, with a control signal flat, not every such curve was filed as active; inconclusive = small, poorly fitted or top-dose-only effect, or effect the other way, or a change in a side signal; the % refers to the signal ratio;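 also: potency is read from the fitted curve at half-maximal effect; plate controls were basal doxycycline-induced cells for no effect and cells given 10 µM MG132 for full effect; MG132 reads +100%, hits lower the ratio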
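TMD8 human ABC-DLBCL cells with doxycycline-inducible IκBα–green luciferase fusion and unfused red luciferase, in 0.5% FBS medium; compounds up to 46 uM, 4 h at 37C. Green/red luminescence ratio, filter-overlap corrected, fitted to concentration-response curves.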
Menin-MLL TR inh – inhibitors of human menin-MLL interaction, mutant MLL peptide; Menin + Texas Red MLL mutant peptide, fluorescence polarization; AID 1768; Potency, µM (highest dose often 61.6 µM), for the others: at the highest dose FP activity change, negative = inhibition, hits mostly inhibitors; O00255; 270,000 tested, 0.23% active; active = well fitted inhibition curve with a large enough effect in the polarisation, with a control signal flat, not every such curve was filed as active; inconclusive = small, poorly fitted or top-dose-only effect, or effect the other way, or a change in a side signal; inactive = no such curve, though single readings can be large or run the other way; the % refers to the polarisation; also: potency is read from the fitted curve at half-maximal effect; % of control where 0% means no effect; many of its hits are not listed in these tables
Giardia killer – kills Giardia lamblia | Giardia lamblia trophozoite viability | activity change, % at 7.66 µM, hits read low | 340,000 tested, 0.15% active | AID 540267; in the data active = activity change below about -80%; inconclusive = between about -30% and that limit;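 also: parasites exposed to compound for two days anaerobically before the ATP read; % is scaled to controls: 0 for no effect and ±100 for the full control effect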
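Giardia trophozoites, 100 cells per well, were exposed to compounds for 48 hrs at 37 deg C under anaerobic conditions; viability was then read as ATP content by bioluminescence after 15-30 min at room temperature.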
Active calls of the source: *; i = inactive; ? = inconclusive; / = no result given; & = joins results of further samples; [ ] = remark or other dose. Unless noted, calls follow the shape of the dose curve; as a rule, active = well fitted curve in the direction sought with a large enough effect; inconclusive = small, poorly fitted or top-dose-only effect, or another doubt; inactive = no such curve, though single readings can be large; an effect the other way counts as inactive or inconclusive.

SMILES	GALK inh	B2AR arrestin	FBPA coupling cs	TSG101-PTAP inh	Tb PFK inh	Integrin act MD	S-ASM inh	PKM2 activator	BCR signal inh	Menin-MLL TR inh	Giardia killer
Cc1cc(OCC(=O)N2CCC(C(=O)O)CC2)c2c3c(c(=O)oc2c1)CCCC3	/	0.2%	7	-13%	-3%	5%	7%	0%	9%	-1%	0
COc1ccc2o/c(=N\O)c(C(=O)Nc3ccc(C)cc3)cc2c1	2%	0.0%	0	-1%	?	-14%	-15%	2%	4%	?	-13
CC(C)(C)C(=O)NC1CCSC1=O (centres undefined)	-2%	-0.2%	1	/	-8%	/	/	1%	7%	2%	/
O=[N+]([O-])/C(Cl)=C1\NCCN1Cc1ccc(Cl)nc1	0%	-0.5%	2	-3%	-1%	-27%	3%	0%	6%	13%	6
CC(C)N(CCC(C(N)=O)(c1ccccc1)c1ccccn1)C(C)C (centres undefined)	/	-0.2%&-1.0%	0&-2	-7%&-1%	0%&2%	/	4%&2%	-1%	-1%&1%	1%&-16%&4%&1%	-9&-6
COc1ccc2c(c1)C13CCCC[C@@H]1C(C2)N(C)CC3 (some centres undefined)	0%	-0.8%	4&3	-2%	3%	/	2%	-1%	?	-13%[24.8 µM]	4
OC1/C(=C/c2ccccc2C(F)(F)F)N2CCC1CC2 (centres undefined)	2%	-0.3%	4	-1%	1%	-23%	-1%	1%	3%	-7%	3
CCOc1ccc(/C=N/Nc2ccccc2)cc1	-6%	0.3%	-1	-5%	-1%	-14%	0%	/	?	-18%	1
COc1cc(C)c(CN2CCN(c3ccccc3)CC2)cc1C	1%	-0.5%	-1	-2%	0%	?	4%	8%	9%	?	-9
CN(CCc1nnc(N)s1)[N+](=O)[O-]	12%	0.4%	3	-9%	3%	0%	1%	-1%	-5%	12%	-6
CCNc1cc(N2CCN(C)CC2)ccc1[N+](=O)[O-]	-1%	-0.4%	-8	-2%	-2%	-37%	-15%	-1%	?	-8%	1
COCCOC(=O)C1=C(N)OC(C)=C(C(=O)OC)C12C(=O)Nc1ccccc12 (centres undefined)	1%	0.2%	4	-6%	-1%	-5%	0%	3%	1%	9%	1
CC(=O)Nc1nnc(SCC(=O)c2ccc(F)cc2)s1	0%	0.3%	-1	-1%	2%	-10%	2%	0%	?	3%	-10
Cn1cc(C(=O)c2ccccc2)c2ccccc21	0%	-0.2%	-1	-7%	-7%	-14%	5%	-2%	-15%	-2%	-13
CCC(C)n1c(O)c(/C=N/Nc2nc3c(c(=O)n(C)c(=O)n3C)n2C)c(=O)[nH]c1=S (centres undefined)	-2%	0.1%	-5	-1%	-1%	-28%	-5%	-4%	27%	/	-14
CCC1(CCCC(=O)c2ccc(F)cc2)C(=O)NC(=S)NC1=O	0%	-1.7%	3	0%	0%	-2%	6%	-3%	1%	0%	8
COC(=O)C1=C(c2ccc(OC)c(OC)c2)C[C@@H]2CC[C@H]1N2C(=O)NC1Cc2ccccc2C1	/	0.5%	/	-2%	-2%	-11%	6%	/	?	/	-11
Cc1ccc(C(=O)N[C@@H](C)CN2C3=NC[C@H](Cc4ccccc4)N3C[C@H]2Cc2ccc(O)cc2)cc1Br	3%	0.0%	5	5%	-9%	-39%	-3%	-3%	-3%	/	-2
COCCOC(=O)c1c(N)n(Cc2ccco2)c2nc3ccccc3nc12	1%	-0.4%	6	-4%	-7%	10%	i	2%	?	7%	-2
O=[N+]([O-])c1cc([As](=O)(O)c2ccc(O)c([N+](=O)[O-])c2)ccc1O	1%	-1.0%	2	1%	8%	28%	-2%	-4%	-1%	7%	-83*
O=C(c1cc(C(=O)NCc2ccccc2)c(=O)n(Cc2ccccc2)c1)c1cc(Cl)ccc1O	0%	-1.4%	-1	1%	-1%	6%	-6%	-5%	3%	-23%	6
CCOC(=O)c1ccc2c(c1)n(Cc1ccccc1)c(C)[n+]2CC	1%	-0.5%	0	-4%	4%	-19%	0%	-3%	?	-7%	-19
C=CCN1CC[C@]23c4c5ccc(O)c4OC2C(O)CC[C@@]3(O)[C@H]1C5 (some centres undefined)	/	-0.2%	/	-1%	-1%	/	8%	/	4%	/	2
Cc1nn(Cc2ccccc2Cl)c(Cl)c1C(=O)OCC(=O)NCc1ccco1	2%	-0.1%	6	-2%	0%	-20%	-3%	-3%	-9%	-1%	-13
CC1CCC(N2CCN(C(=O)COc3ccccc3)CC2)CC1 (centres undefined)	13%	0.4%	2	-9%	-5%	0%	6%	-2%	?	-1%	10
Cc1nn(CC(C)C)c(Cl)c1C(=O)O	-2%	0.4%	-1	1%	-2%	9%	5%	2%	3%	18%	6
O=C(NC(=S)Nc1ccccn1)c1ccc(-c2ccccc2)cc1	-1%	0.8%	/	-7%	7%	-6%	-4%	-16%	?	/	-90*
C=CCNC(=S)/N=C/c1c(O)[nH]c(=O)[nH]c1=O	3%	0.4%	-2	2%	-1%	8%	2%	-13%	-2%	2%	2
OCC#CC[N+]1(CC#Cc2ccccc2)CCCC1	-1%	-0.1%	1	-2%	3%	-31%	8%	3%	?	1%	7
CN(C)[C@@H]1C(=O)C(C(N)=O)=C(O)[C@@]2(O)C(=O)C3=C(O)c4c(O)cccc4[C@@](C)(O)C3[C@H](O)C12 (some centres undefined)	/	-0.1%&-0.1%	/	-7%&-2%	?	/	41%&19%	/	8%&4%	/	24&-7
CN1CC=C2C(C#N)=C(N)C(C#N)(C#N)C(c3ccncc3)C2C1 (centres undefined)	0%	-0.4%	-17	?	-4%	8%	472%[activator]	5%	?	?	-20
O=C(C1CCCO1)N1CCC2(CC1)OCCO2 (centres undefined)	4%	0.0%	3	/	5%	-3%	0%	-4%	-1%	7%	1
CC/C(=N\Nc1ccccc1)c1c(O)[nH]c(=O)[nH]c1=O	-2%	-0.8%	-4	-2%	3%	1%	-23%	0%	-1%	/	42[activator]
CC(C)CN1CCN(Cc2cccc3c2OCO3)CC1CCO (centres undefined)	1%	0.0%	0	0%	0%	3%	0%	2%	-2%	19%	11
OC(Cn1c2ccccc2c2ccccc21)C[n+]1ccccc1 (centres undefined)	/	-0.2%	0	-3%	-3%	12%	-2%	-2%	2%	-28%	-12
CCN(c1ccc(C)cc1C)S(=O)(=O)c1nnc(NC(=O)c2ccco2)s1	4%	-1.2%	10	-12%	2%	0%	-18%	/	18%	?	-25
COC(=O)C1=C(c2ccc(-c3ccccc3)c(F)c2)C[C@@H]2CC[C@H]1N2C(=O)NC(C)C	/	-0.4%	/	-1%	-2%	5%	-17%	/	?	/	-6
O=C1NC(=O)N(c2ccccc2)C(=O)/C1=C\C=C\c1ccccc1	/	-0.4%	-2	-1%	-4%	-78%[inhibitor]	-4%	?	?	/	-6
O=C(C[N+]12CCC(CC1)C(CO)C2)c1ccc([N+](=O)[O-])cc1 (centres undefined)	3%	0.2%	0	0%	-1%	-3%	-2%	1%	-11%	8%	3
O=[N+]([O-])c1cc(O)c(O)c([N+](=O)[O-])c1	/	0.4%	13&19	-7%	7%	/	0%	/	2%	6%	-4
Cc1ccsc1C(=O)C1CCCN(Cc2sc(N(C)C)nc2Cl)C1 (centres undefined)	4%	0.5%	-5	-1%	0%	-30%	6%	-2%	12%	-12%	-2
COC(=O)C1=C(c2cccc(OCc3ccccc3)c2)C[C@@H]2CC[C@H]1N2C(=O)NCc1ccc(F)cc1	/	-1.0%	/	-6%	5%	-24%	-2%	/	0%	/	-20
CCN(CC)C(=O)c1ccc(NC(=O)C2=C(C)OCCS2)cc1	/	-0.7%	-4	-2%	-15%	41%	3%	/	?	-11%	-13
Cc1cc(OCC(=O)NCc2ccncc2)c2c3c(c(=O)oc2c1)CCCC3	-5%	0.2%	/	-2%	-5%	-29%	0%	/	3%	/	-27
CC(=O)NC(Cc1ccc(N(CCCl)CCCl)cc1)C(=O)NC(CC(C)C)C(=O)O (centres undefined)	-1%	-0.5%	-7	-5%	2%	33%	4%	-2%	-7%	-4%	-3

Screening data from PubChem.

Some of the compounds tested (hit frequency here may not be typical).
